Source: PubChem (National Center for Advancing Translational Sciences (NCATS))
PKM2 activator: activators of human pyruvate kinase M2. P14618. purified PKM2, Kinase-Glo ATP luminescence, activation; response scale: 0% is enzyme alone, no compound. Potency, µM (highest dose often 57.5 µM), for the others: top-dose activation, hits mostly activators. 260,000 tested, 0.34% active. AID 1631; further: potency means the concentration at half of the fitted maximal effect; on the % scale 0 is the no-effect control and ±100 the full control effect; nearly all actives have a fitted effect of over 55% in size
Target sequence (P14618 whole entry, looked up): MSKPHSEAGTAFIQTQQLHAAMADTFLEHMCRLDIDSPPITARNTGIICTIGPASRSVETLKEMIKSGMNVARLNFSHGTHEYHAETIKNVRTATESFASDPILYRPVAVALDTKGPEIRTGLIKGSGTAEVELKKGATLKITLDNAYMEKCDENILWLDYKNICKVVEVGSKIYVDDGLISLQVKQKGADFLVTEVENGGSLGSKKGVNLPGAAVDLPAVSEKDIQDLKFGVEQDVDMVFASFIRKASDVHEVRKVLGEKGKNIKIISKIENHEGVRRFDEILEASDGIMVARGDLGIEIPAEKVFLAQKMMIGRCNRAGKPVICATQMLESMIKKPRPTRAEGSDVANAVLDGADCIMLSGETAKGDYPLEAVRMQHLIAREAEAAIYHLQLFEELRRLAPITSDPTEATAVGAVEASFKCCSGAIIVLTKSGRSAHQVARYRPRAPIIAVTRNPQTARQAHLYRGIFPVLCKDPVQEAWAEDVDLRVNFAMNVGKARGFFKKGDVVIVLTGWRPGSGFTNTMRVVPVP
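hPK-M2, >95% pure; 0.1 mM ADP / 0.5 mM PEP final; imidazole pH7.2 buffer w/ 7 mM MgCl2, 50 mM KCl; 1 h RT; Kinase-Glo lum. Intermediate enzyme activity for dual inhibitor/activator qHTS.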
Menin MLL FP TR: menin-MLL binding inhibition, Texas Red mutant peptide. Menin + Texas Red MLL mutant peptide, fluorescence polarization. Potency, µM (doses to about 61.6 µM), inactives show at the top dose FP activity change, negative = inhibition, most hits filed as inhibitors. 270,000 tested, 0.23% active. AID 1768; active means well fitted inhibition curve with a large enough effect in the polarisation, with a control signal flat, not every such curve was filed as active; inconclusive means small, poorly fitted or top-dose-only effect, or effect the other way, or a change in a side signal; inactive means no such curve, though single readings can be large or run the other way; the % refers to the polarisation; further: potency means the concentration at half of the fitted maximal effect; % of control where 0% means no effect; many of its hits are not listed in these tables
Rab9 promoter act: Rab9 promoter activation | Huh7 Rab9 promoter-luciferase reporter, luminescence, 24 h | Potency, µM (doses to about 9.22 µM), without a hit: at the highest dose activation, negative = inhibition, most hits filed as activators | 320,000 tested, 2.8% active | AID 485297; further: potency means the concentration at half of the fitted maximal effect; % of control where 0% means no effect; nearly all actives have a fitted effect of over 60% in size
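Rab9 promoter-driven luciferase in stably transfected Huh7 cells; 1500 cells/well rested 2 h, exposed to compound in DMSO for 24 h at 37 °C, 5% CO2. Luminescence read 10 min after adding luciferase reagent at ambient temperature.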
FLuc modulator: inhibits or activates purified firefly luciferase, miR-21 counter-screen; P08659; purified FLuc, Km substrates, luminescence inhibition; Potency, µM (top dose mostly 57.5 µM), without a hit: at the top dose activity change, negative = inhibition, most hits filed as inhibitors; 360,000 tested, 6.9% active; AID 588342;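 further: potency means the concentration at half of the fitted maximal effect; plate controls were vehicle for no effect and reference inhibitor for full effect; nearly all actives have a fitted effect of over 55% in size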
Target sequence (P08659 whole entry, looked up): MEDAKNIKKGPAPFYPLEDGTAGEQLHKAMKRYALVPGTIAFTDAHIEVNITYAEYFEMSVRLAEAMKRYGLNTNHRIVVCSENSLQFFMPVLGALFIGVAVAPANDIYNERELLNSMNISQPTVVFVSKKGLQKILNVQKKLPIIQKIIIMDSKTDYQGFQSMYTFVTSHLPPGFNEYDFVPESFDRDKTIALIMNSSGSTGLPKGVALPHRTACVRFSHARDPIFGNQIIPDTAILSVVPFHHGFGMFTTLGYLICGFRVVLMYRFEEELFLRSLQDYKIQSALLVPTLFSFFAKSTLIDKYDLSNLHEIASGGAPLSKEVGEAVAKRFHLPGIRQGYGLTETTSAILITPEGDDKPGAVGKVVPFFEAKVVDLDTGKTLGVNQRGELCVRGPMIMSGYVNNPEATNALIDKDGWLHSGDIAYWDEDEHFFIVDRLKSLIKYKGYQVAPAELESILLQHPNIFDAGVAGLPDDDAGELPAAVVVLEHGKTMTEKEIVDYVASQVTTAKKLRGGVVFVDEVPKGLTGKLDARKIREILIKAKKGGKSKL
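Biochemical qHTS of compounds, final roughly 60 µM downward over six points, against 10 nM purified firefly luciferase using Km concentrations of substrates (10 uM D-luciferin, 10 uM ATP) in Tris acetate pH 7.5 buffer; luminescence output.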
p53 reactivator: re-activators of mutant p53; Potency, µM (series often up to 92.2 µM), inactives show at the top dose activity change, positive = activation, hits mostly activators; H1299 p53-A138V BP100-luciferase reporter, luminescence, 24 h; 320,000 tested, 0.063% active; further: potency means the concentration at half of the fitted maximal effect; % of control where 0% means no effect; nearly all actives have a fitted effect of over 45% in size
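p53-null H1299 cells stably carrying temperature-sensitive p53-A138V and a BP100-luciferase reporter were pinned with compounds (4-point, 1:5 series) and held 24 hrs at 37 deg C. Luminescence was read 10 min after detection reagent.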
ELG1 genotox: induces genotoxicity in HEK293T cells with luciferase-tagged ELG1; AID 504466; Potency, µM (titrated, usually from 46 µM), inactives show at the highest dose activity change, positive = activation, hits mostly activators; 330,000 tested, 1.3% active; HEK293T ELG1-luciferase reporter, luminescence, 16 h; further: potency means the concentration at half of the fitted maximal effect; % of control where 0% means no effect; nearly all actives have a fitted effect of over 60% in size
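DMSO vehicle served as control against compound-treated ELG1-luciferase HEK293T cells; exposure lasted 16 hr at 37 °C and 5% CO2, followed by ONE-Glo luminescence detection after 30 min.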
VP16 counter: counter-screen for ROR gamma inhibitors: Gal4-VP16 reporter; Drosophila S2 Gal4-VP16 UAS-luciferase, luminescence, 20 h; AID 2546; Potency, µM (series often up to 53.6 µM), inactives show at the top dose activity, negative = inhibition, actives largely listed as inhibitors; 310,000 tested, 3.5% active;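 further: Gal4-VP16 expression switched on by copper sulfate through the metallothionein promoter; potency means the concentration at half of the fitted maximal effect; on the % scale 0 is the no-effect control and ±100 the full control effect; nearly all actives have a fitted effect of over 50% in size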
BRCA1 expr up: BRCA1 expression activation | MCF7-BRCA1-FFLuc reporter, luminescence, 48 h; response scale: scaled: vehicle 0%, 10 µM genistein 100% | Potency, µM (titrated, usually from 46.1 µM), for the others: at the top dose activation, most hits filed as activators | 380,000 tested, 1.1% active | AID 624202; further: potency means the concentration at half of the fitted maximal effect; nearly all actives have a fitted effect of over 80% in size; some results filed as inactive show a strong effect at the top dose
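Cells: MCF7-BRCA1-FFLuc, 2000/well. Exposure: 48 h, 37 °C, 5% CO2. Read: luminescence, 15 min post-substrate. Controls: genistein 10 microM (maximal activation), DMSO (neutral).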
RORg inh: inhibitors of mouse ROR gamma transcriptional activity | 310,000 tested, 5.4% active | P51450 | Potency, µM (doses to about 53.6 µM), for the others: at the top dose activity change, negative = inhibition, actives largely listed as inhibitors | Drosophila S2 Gal4-RORgamma UAS-luciferase reporter, 20 h | AID 2551; further: potency means the concentration at half of the fitted maximal effect; on the % scale 0 is the no-effect control and ±100 the full control effect; nearly all actives have a fitted effect of over 60% in size
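Stable Schneider cell line, Gal4 DNA-binding domain fused to ROR gamma, UAS-luciferase. Cmpd 1 hr RT → CuSO4 700 uM final → 20 hr RT → luciferase reagent 10 min → luminescence.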
NPC1 prom act: NPC1 promoter activation | Huh7 NPC1 promoter luciferase reporter, 24 h | Potency, µM (top dose mostly 9.22 µM), for inactives: at the top dose activation, hits mostly activators | 320,000 tested, 2.4% active | AID 485313;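 further: potency means the concentration at half of the fitted maximal effect; % of control where 0% means no effect; nearly all actives have a fitted effect of over 60% in size; reporter is driven by a mutant NPC1 promoter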
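Stable NPC1-promoter luciferase Huh7 line; cpd (DMSO) 24 h, 37 °C, 5% CO2; Amplite luciferase reagent 10 min RT; luminescence readout. qHTS format.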
Giardia killer: Giardia lamblia killing | AID 540267 | Giardia lamblia trophozoite viability | activity change, % at 7.66 µM, hits read low | 340,000 tested, 0.15% active; in the data active means activity change below about -80%; inconclusive means between about -30% and that limit;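 further: parasites exposed to compound for two days anaerobically before the ATP read; on the % scale 0 is the no-effect control and ±100 the full control effect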
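Viability, read as ATP luminescence: trophozoites at 100 cells/well, compound added, 48 hrs anaerobic at 37 deg C, then 15-30 min room-temperature development before reading.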
Active calls of the source: *; ? = inconclusive; · = no result given; & = joins results of further samples; [ ] = dose if it differs, or a comment. Unless noted, the call rests on the fitted dose curve; in most records, active means well fitted curve in the direction sought with a large enough effect; inconclusive means small, poorly fitted or top-dose-only effect, or another doubt; inactive means no such curve, though single readings can be large; an effect the other way counts as inactive or inconclusive. An excerpt; the hit share may differ from the screen's.

SMILES	PKM2 activator	Menin MLL FP TR	Rab9 promoter act	FLuc modulator	p53 reactivator	ELG1 genotox	VP16 counter	BRCA1 expr up	RORg inh	NPC1 prom act	Giardia killer
CCCCn1c(SCC(=O)/C(C#N)=C(\C)N)nc2ccccc2c1=O	-2.5%	1.8%	-6.0%	6.5%	-19.2%	4.8%	?	-34.3%	?	-3.6%	-1.2
COc1ccc(C(=O)OCC(=O)NC2CC2)cc1S(=O)(=O)Nc1ccc(C)cc1	·	·	7.5%	7.2%	16.8%	-1.9%	·	-9.5%	·	-2.2%	10.6
CCOC(=O)CSc1nnc(-c2ccc3ncccc3c2)n1C	2.6%	·	1.7%	-1.3%	4.6%	0.9%	4.4%	-43.6%	20.2%	0.1%	-0.1
CCCOc1ncnc2c1[nH]c1ccc(OC)cc12	-9.6%	·	0.562µM*	2.39µM*	7.7%	?	-10.2%	?	-11.6%	1.12µM*	-20.1
Cc1cccc(C(=O)Nc2sc(C)c(-c3ccccc3)c2C#N)c1	0.3%	5.7%	1.58µM*	4.26µM*	?	?	?	?	?	2.82µM*	-9.6
CCOC(=O)CC1C(=O)NCCN1C(=O)c1ccc(F)cc1F (stereo not drawn)	-13.9%	10.4%	-0.9%	1.2%	-2.1%	-5.2%	-3.6%	-6.4%	4.6%	5.2%	16.4
COC(=O)c1cc(S(=O)(=O)N(C)C2CCCCC2)c[nH]1	0.8%	-1.2%	0.1%	-0.8%	-6.4%	1.6%	-1.1%	-6.3%	26.0%	2.2%	1.6
O=C(O)/C=C/C(=O)N1CCN(Cc2ccc3c(c2)OCO3)CC1	·	-6.3%	-4.2%	-2.6%	-0.5%	-1.2%	-1.5%	6.6%	-5.8%	-5.3%	-7.8
CC1CCN(C(=O)CN(Cc2ccccc2)S(C)(=O)=O)CC1	1.0%	-8.8%	4.2%	-0.7%	·	0.9%	15.2%	10.1%	?	-2.8%	-7.3
NS(=O)(=O)c1ccc(S(=O)(=O)N(Cc2ccccc2F)CC2CCCO2)cc1 (stereo not drawn)	-3.0%	11.7%	7.8%	1.4%	7.5%	-0.7%	12.5%	-3.1%	-27.5%	4.6%	-21.8
CCCC(=O)N1CCN(c2nc3ccc(Cl)cc3s2)CC1	·	·	?	12µM*	11.4%	?	-12.5%	?	?	?	-12.7
O=C(NC1CCCCC1)C1c2ccccc2C(=O)N1Cc1ccco1 (stereo not drawn)	5.7%	-0.1%	-8.8%	3.9%	-11.6%	3.1%	-4.8%	-1.8%	-0.1%	2.0%	7.8
COc1cc(CC(=O)OCn2nnc3ccccc3c2=O)cc(OC)c1OC	·	11.0%	2.2%	-0.9%	-2.9%	-0.7%	-0.3%	0.2%	2.7%	-2.2%	5.7
CCN(CC)S(=O)(=O)c1ccc2oc(C(=O)Nc3ccc(OC)cc3OC)c(C)c2c1	-3.5%	34.4%[activator]	-2.2%	-0.2%	-15.0%	-7.7%	-18.3%	-59.5%	7.5%	-2.3%	5.0
COC(=O)C1=C(C)NC2=C(C(=O)CCC2)C1c1cccc(C)n1 (stereo not drawn)	-14.1%	-3.2%	0.7%	0.2%	-0.4%	-0.1%	16.6%	-4.6%	3.1%	1.8%	-2.4
Cc1ccn2c(c1)nc(=O)c1cc(S(=O)(=O)N3CCCCC3)ccc12	21.9%	-12.9%	?	-0.5%&0.7%	2.9%	0.2%	5.1%	0.0%	0.9%	-2.2%	-7.3
COc1ccc(/C=C(\C#N)C(=O)OCC(=O)NCc2ccccc2)cc1	10.2%	-7.3%	0.8%	1.8%	-3.7%	2.3%	6.6%	0.5%	3.0%	-1.5%	2.4
CCCNC(=O)/C=C/C(=O)O	1.3%	4.4%	17.0%	0.6%	-2.2%	0.7%	-1.5%	1.0%	-21.9%	-3.7%	34.6[activator]
COC(=O)CN1C(=O)COc2ccc(S(=O)(=O)NCc3ccccc3)cc21	·	12.0%	1.6%	1.2%	-4.5%	-0.4%[9.26 µM]	-2.8%	-1.5%	-2.3%	-1.0%	-15.1
CCC(=O)c1ccc(OCC(=O)NCC2(N3CCCCC3)CCCCC2)cc1	-6.4%	-13.2%	-1.1%	-2.5%	-1.4%	-0.4%	2.6%[10 µM]	-24.8%	6.5%	-0.1%	-13.0
CCOC(=O)c1c(NC(=S)NC(=O)c2ccco2)sc2c1CCCC2	-1.4%	?	-5.2%	1.7%	15.7%	0.9%	?	-39.1%	3.16µM*	-6.9%	10.8
C[C@H](C(=O)C=[N+]=[N-])N1C(=O)c2ccccc2C1=O	-6.2%	-2.0%	1.6%	9.7%	-5.8%	-0.4%	0.6%	·	12.4%	-1.9%	·
CC(=O)N1CCN(CC(=O)Nc2cccc(S(=O)(=O)N3CCCCCC3)c2)CC1	-8.5%	-5.9%	-6.2%	-0.7%	-1.4%	-3.2%	3.2%	7.3%	-2.5%	-4.2%	2.4
COc1ccc(NC(=O)C2CC(=O)N/C(=N/N=C/c3ccccc3)S2)cc1 (stereo not drawn)	-7.0%	·	1.0%	0.4%	1.8%	?	4.9%	-17.8%	-1.5%	-4.9%	16.8
Cn1c(N)c(C(=O)COC(=O)C23CC4CC(CC(C4)C2)C3)c(=O)n(C)c1=O	-1.7%	-0.3%	-1.1%	-18.6%	-0.4%	-1.8%	-1.0%	0.0%	8.2%	-0.7%	8.2

3 compounds already listed, sorted by the value under Rab9 promoter act, rising:
Molecule,PKM2 activator,Menin MLL FP TR,Rab9 promoter act,p53 reactivator,BRCA1 expr up,RORg inh,NPC1 prom act
O=C(NC1CCCCC1)C1c2ccccc2C(=O)N1Cc1ccco1 (stereo not drawn),5.7%,-0.1%,-8.8%,-11.6%,-1.8%,-0.1%,2.0%
COc1ccc(C(=O)OCC(=O)NC2CC2)cc1S(=O)(=O)Nc1ccc(C)cc1,·,·,7.5%,16.8%,-9.5%,·,-2.2%
NS(=O)(=O)c1ccc(S(=O)(=O)N(Cc2ccccc2F)CC2CCCO2)cc1 (stereo not drawn),-3.0%,11.7%,7.8%,7.5%,-3.1%,-27.5%,4.6%

(cont.)
SMILES	PKM2 activator	Menin MLL FP TR	Rab9 promoter act	FLuc modulator	p53 reactivator	ELG1 genotox	VP16 counter	BRCA1 expr up	RORg inh	NPC1 prom act	Giardia killer
Cc1ccc(NC(=O)C2CCN(S(=O)(=O)c3ccc4c(c3)NC(=O)CO4)CC2)cc1C	·	·	-3.7%	6.7%	0.1%	-3.3%	-5.6%	-10.7%	41.8%	-4.7%	-1.9
Cc1c(NC(=O)CN2C(=O)c3ccccc3S2(=O)=O)c(=O)n(-c2ccccc2)n1C	1.6%	4.2%	-3.1%	1.1%	-1.0%	3.4%	9.3%	6.0%	-24.7%	-1.9%	5.1
CC(C)CCNc1ncnc2c1nnn2Cc1ccccc1	0.4%	-7.1%	3.7%	1.5%	5.1%	0.6%	1.4%	-4.0%	-19.2%	0.2%	-16.6
CCN1C(Nc2ccccc2)=NC[C@@H]1C	-4.4%	-3.8%	-4.4%	0.6%	·	4.3%	-2.3%	10.3%	-7.1%	0.8%	-20.2
CCNC(=O)c1cc(S(=O)(=O)N2CCSCC2)ccc1OC	-2.0%	16.7%	-3.0%	-3.3%	15.0%	-0.6%	-1.3%	0.4%	13.8%	1.3%	-16.1
O=C(CCCCl)NC(=S)Nc1ccc(CN2CCOCC2)cc1	9.8%	·	5.6%	6.4%	-0.6%	6.4%	2.9%	46.1%	-22.0%	-4.1%	6.0
O=C(Nc1cccc(C(=O)O)c1)/C(=C\c1ccco1)NC(=O)c1ccccc1	-0.6%	8.2%	-0.9%	-9.2%	-3.3%	-0.8%	0.4%	-2.1%	?	0.2%	-12.8
Cc1ccc(N(CC(=O)Nc2ccc(C)cn2)S(=O)(=O)c2c(C)nn(C)c2C)cc1	3.6%	17.5%	-0.2%	0.3%	4.1%	-2.1%	1.1%	-2.4%	16.4%	0.1%	-9.6
COc1ccc(S(=O)(=O)NCC2CCCO2)cc1NC(=O)c1ccc(Cl)cc1 (stereo not drawn)	·	·	-3.1%	-2.1%	-8.8%	0.9%	·	5.9%	·	3.7%	3.8
COc1ccc2ccccc2c1/C=N/NC(=O)c1nnn(-c2nonc2N)c1CN(C)C	·	4.1%	-0.7%	-4.5%	7.9%	0.3%	-1.2%	-3.7%	-5.7%	0.9%	6.1
CC(CNS(=O)(=O)c1ccccc1)(c1ccccc1)N1CCCCC1 (stereo not drawn)	-1.6%	·	-3.9%	0.5%	-2.4%	-4.9%	-5.4%	-9.3%	-11.5%	1.3%	5.6
